# Screens deposited in PubChem BioAssay by several laboratories.
# CF NFkB block – inhibitors of cystic fibrosis induced NF-kB | inhibition, % at 5 µM | KKLEB NF-kB-GFP reporter, PAF-induced, GFP fluorescence overnight | 360,000 tested, 0.86% active;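 active means at least 50% inhibition at 5 µM, scaled per plate between neutral and stimulator controls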;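 further: PAF is a Pseudomonas aeruginosa culture filtrate used as stimulus; plate controls were PAF-stimulated DMSO wells for no effect and unstimulated DMSO wells for full effect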
# KKLEB cytotox – CF airway cell cytotoxicity counter-screen; KKLEB CF airway cells viability, ATPlite luminescence, overnight; hits give low values; cells stimulated with P. aeruginosa culture filtrate; activity change (cytotoxicity), % at 5 µM; 360,000 tested, 0.36% active; AID 602141;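 active means corrected activity change at or below -50% at 5 µM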
# LMP1 NFkB inh – Epstein-Barr LMP1 NF-kappaB reporter inhibition; 350,000 tested, 0.69% active; LMP1-induced NF-kappaB luciferase reporter cells, luminescence; inhibition, % at 12.5 µM; AID 504558; in the data active means inhibition above about 41%;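 further: 0% = neutral control wells and 100% = reference inhibitor control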
# TRPM1 prom inh – inhibitors of MITF-driven TRPM1 promoter in melanoma cells | AID 488899 | 330,000 tested, 0.83% active | inhibition, % at 12.5 µM | SK-MEL-5 TRPM1 promoter luciferase, 24 h;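 active means mean inhibition across replicates of 60% or more, whatever share of single replicates reaches that level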; further: values of inactives mirror those of a sister screen read the other way
# Peg3 promoter – inhibitors of Peg3 promoter | HeLa PEG-Prom luciferase reporter, luminescence, overnight | inhibition, % at 20 µM | 360,000 tested, 1.7% active;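 active means inhibition of at least 50% at 20 µM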
# HIF-2a block – HIF-2a inhibition; inhibition, % at 18.8 µM; 360,000 tested, 0.72% active; 786-0 RCC cells HIF-2a reporter, luciferase luminescence, overnight;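 active means inhibition of the luminescence signal of 40% or more relative to plate controls, in a single-dose primary screen at 18.75 µM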
# NR2E3 ag-1 – activates human NR2E3 receptor; Q9Y5X4; CHO-S Gal4-NCOR/VP16-NR2E3 two-hybrid, luciferase; inhibition of corepressor binding, % at 3.98 µM; 360,000 tested, 0.35% active; AID 602229;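 active means inhibition above the mean of all tested compounds plus 3 SD, cut at about 70% in these data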;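 further: 0% = DMSO with NR2E3 transfected cells and 100% = cells lacking NR2E3 construct; higher means lower luciferase signal from less NR2E3 corepressor binding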
# Target sequence (Q9Y5X4 whole entry, looked up, the tested form may be a part): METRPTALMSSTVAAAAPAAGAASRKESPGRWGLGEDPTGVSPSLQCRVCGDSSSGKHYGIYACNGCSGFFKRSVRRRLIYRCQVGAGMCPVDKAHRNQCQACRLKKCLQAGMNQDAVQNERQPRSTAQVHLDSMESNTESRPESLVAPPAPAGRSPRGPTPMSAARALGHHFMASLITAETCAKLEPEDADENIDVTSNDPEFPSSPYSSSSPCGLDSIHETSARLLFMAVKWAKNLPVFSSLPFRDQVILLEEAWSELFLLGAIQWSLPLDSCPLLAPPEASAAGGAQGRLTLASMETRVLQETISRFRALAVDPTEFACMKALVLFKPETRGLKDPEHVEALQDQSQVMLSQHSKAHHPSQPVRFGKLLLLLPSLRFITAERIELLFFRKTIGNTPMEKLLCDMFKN
# NR2E3 ag-2 – activates human photoreceptor nuclear receptor NR2E3; GST-NR2E3/biotin-RetCOR TR-FRET, 1536-well; 320,000 tested, 0.12% active; Q9Y5X4; inhibition of corepressor binding, % at 4.78 µM; AID 2300;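 active means percent inhibition above the cutoff of mean plus 3 SD of all tested compounds, set per screening campaign, cut at about 20% in these data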;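 further: 0% = DMSO wells and 100% = biotin wells as full block of FRET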
#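 Material – GST-tagged NR2E3 plus biotinylated RetCOR corepressor · Quantity – NR2E3 fusion 1.35 nM · Times – 5 h incubation at 4 °C · Medium – pH 7.5 Tris-based buffer · Technique – TR-FRET, Eu(K)-anti-GST donor, streptavidin-D2 acceptor, ex 340, em 617/671 nm · Benchmarks – high control biotin, low control 0.6% DMSO · Format – 1536-well plates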
# hiPSC survival – increases survival of single human iPS cells; hiPSC single-cell survival, ATPlite luminescence; 100% = ROCK inhibitor wells, 0% = DMSO; survival enhancement, % at 20 µM; 360,000 tested, 0.044% active; in the data active means survival enhancement above about 18%;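 further: cells exposed to compounds for 16 hours before the ATP read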
# TRAIL sens C8 – caspase-8 TRAIL sensitization; NB7+C8 cells + TRAIL, ATPlite viability luminescence; inhibition (viability loss, TRAIL sensitization), % at 10 µM; 360,000 tested, 1% active; AID 624354;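 active means compounds causing at least 50% loss of cell viability in the single-dose screen, relative to plate controls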
# Shn3 inh set2 – Schnurri-3 reporter inhibition in Clone20 osteoblasts; Clone20 osteoblast Shn3 3'UTR firefly luciferase, 24 h; 360,000 tested, 0.52% active; inhibition, % at 12.5 µM; AID 588674;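 active means mean inhibition of at least 75% with every replicate also reaching 75%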;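 further: 0% = median of neutral control wells and 100% = pilot-screen positive control compound; some compounds past the cut are filed as inactive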
# * hit, by the source's call; / = no result given.
SMILES,CF NFkB block,KKLEB cytotox,LMP1 NFkB inh,TRPM1 prom inh,Peg3 promoter,HIF-2a block,NR2E3 ag-1,NR2E3 ag-2,hiPSC survival,TRAIL sens C8,Shn3 inh set2
CCCCC(=O)NC(=S)NNS(=O)(=O)c1ccccc1,15.2,5.7,0.6,-9.0,-8.9,16.8,7.4,2.5,-0.7,-4.8,-5.1
CCOC(=O)c1ccc(Nc2cc(C)nc(N3CCOCC3)n2)cc1,18.1,-5.9,-4.5,-11.4,54.8*,10.7,-1.0,-4.5,7.3,1.0,-3.6
O=C(CCN1C(=O)/C(=C/c2ccc(F)cc2)SC1=S)NC1C=CS(=O)(=O)C1 (stereo not given),25.5,-2.9,-8.2,6.3,2.7,-2.3,-6.7,-5.4,0.0,-1.0,-1.5
CC(C)CN(CCOc1cccc(N2C(=O)C3=C(CCCC3)C2=O)c1)CC(C)C,8.8,3.9,-3.2,16.4,14.9,0.5,-7.2,-4.7,-1.1,6.9,18.7
O=C(COC(=O)CCNS(=O)(=O)c1ccc2c(c1)OCCO2)NC1CCCc2ccccc21 (stereo not given),-2.4,-2.2,-1.7,-9.5,-0.5,7.5,-12.6,3.6,-1.8,-13.9,-1.4
COc1ccc(/C=N/Nc2nc(C)cc(-c3ccccc3)n2)cc1OC,-27.5,7.8,-1.8,-8.0,-14.1,-48.0,-36.3,2.0,0.8,-5.0,-10.6
CC(=O)N1CCSc2ccc(S(=O)(=O)NCCc3cccc(C)c3)cc21,-2.7,-1.8,5.7,9.0,-1.1,-3.2,12.1,1.9,-0.4,-0.3,38.5
O=S(=O)(Cc1cc(Cl)nc(-c2cccnc2)n1)c1ccccc1,-19.9,4.9,8.0,42.1,8.9,1.7,-20.2,2.1,-0.1,46.5,7.0
COc1ccc(-c2nn(C)c(=O)c3ccccc23)cc1NC(=O)Cn1nc(C)c2ccccc2c1=O,-61.3,-5.8,-18.0,16.5,4.2,3.1,26.9,-3.0,-0.5,17.6,41.1
O=C1CCc2cc(S(=O)(=O)Nc3cccc(F)c3)cc3c2N1CC3,4.3,-17.4,6.5,5.0,1.2,3.6,-22.9,3.4,0.5,4.7,7.1
COc1cc([N+](=O)[O-])c(C)cc1NC(=O)c1ccc(OC)c(OC)c1,-58.6,15.1,5.7,/,-20.9,-9.5,-47.4,/,1.2,-0.4,0.9
O=[N+]([O-])c1cccc(-c2ccc(/C=N/NC(=S)Nc3ccccc3)o2)c1,-42.0,-2.1,-0.2,-12.3,-75.0,-89.7,-32.4,0.6,5.0,4.2,5.7
CC(=O)c1cccc(NC(=O)c2ccc(C)c(S(=O)(=O)N3CCOCC3)c2)c1,-14.0,7.3,-3.4,-9.3,8.6,8.4,-26.6,-1.7,-0.3,-6.6,10.3
COc1cc(C(=O)OCC(=O)NCC2CCCCC2)ccc1OCC(C)C,-19.7,6.6,4.7,-3.5,10.7,0.5,-12.5,-1.6,0.2,-10.0,6.6
O=C(COC(=O)c1ccccn1)Nc1cccc(Cl)c1Cl,2.0,-1.2,-7.4,5.0,-5.5,19.4,22.2,2.4,-3.2,-20.0,-12.6
Cc1ccc(S(=O)(=O)N2CCN(CC(=O)N/N=C\c3ccc(O)c(O)c3)CC2)cc1,4.8,-8.2,1.6,-8.2,11.5,13.1,-9.0,-2.9,0.2,17.3,/
O=C1CC(c2c[nH]c3ccccc23)C(=O)N1c1ccccc1 (stereo not given),-4.6,-0.5,-5.3,3.8,-8.0,-50.7,-25.7,-0.5,-2.6,-11.0,-21.3
Cc1cccn2c(=O)nc(SCC(=O)NC3CCCCC3)nc12,1.7,0.0,-7.0,-5.4,1.1,12.8,-1.4,2.3,1.3,0.7,-12.0
COCCCNC(=O)c1nc2ccccc2c(=O)n1NC(=O)Nc1c(Cl)cccc1Cl,-11.3,8.3,-5.1,13.1,13.0,11.1,-13.0,0.2,-0.3,-7.1,-12.0
COc1ccc(S(=O)(=O)N2CCCOC2CNC(=O)C(=O)NCCO)cc1 (stereo not given),-1.1,-2.6,3.8,/,9.9,10.6,-19.1,/,-0.9,11.2,1.5
CN(CC(=O)NC1CC1)S(=O)(=O)c1cc(Cl)ccc1Cl,24.1,-5.7,-1.2,5.2,-8.8,4.8,-2.6,/,0.3,-0.1,21.3
Cc1ccc(N(CC(=O)NC2CCCCC2)C(=O)CNC(=O)c2ccco2)c(C)c1,-6.2,6.2,6.8,-14.0,9.3,6.9,-32.9,3.5,-0.4,1.4,4.9
COc1ccccc1C(=O)Nn1cnc2ccccc2c1=O,15.7,-0.8,-2.3,-34.5,-79.3,-168.3,-6.5,-2.1,0.9,-2.6,-23.2
O=C(Nc1cccc(S(=O)(=O)NC2=NCCC2)c1)c1cc(Cl)ccc1[N+](=O)[O-],9.3,-1.4,0.5,0.8,16.4,15.3,3.9,2.5,-0.4,-14.3,11.0
CN(C)CCCNC(=O)/C(=C\c1ccc(-c2cccc([N+](=O)[O-])c2)o1)NC(=O)c1ccccc1,-19.7,-2.0,3.3,-22.4,44.1,-0.8,25.1,0.1,16.1,-4.8,8.6
O=C(COC(=O)CCCNC(=O)c1ccc(Cl)cc1)NC1CC1,-11.4,-0.5,-7.6,0.9,14.7,-7.0,-11.2,3.2,-2.3,0.1,-2.9
Nc1nc(SCC(=O)Nc2ncc(C(F)(F)F)cc2Cl)n[nH]1,-17.0,5.7,4.5,4.9,5.0,5.3,13.6,-0.2,0.9,3.6,12.4
Fc1ccc(NC(=S)NC2CC3CCCC(C2)N3Cc2cccs2)cc1 (stereo not given),9.9,-5.7,2.6,-2.2,12.0,10.0,0.7,3.4,-2.9,-7.2,5.7
COc1ccc(C(=O)COC(=O)COc2cc(C)cc(C)c2)cc1,14.1,-12.5,0.0,-5.1,8.2,8.9,-4.3,-0.1,-0.4,-11.7,13.4
CC(C)NC(=O)COC(=O)c1cc(Br)ccc1Cl,-8.9,7.0,14.3,7.2,1.9,7.1,-11.0,-1.0,-1.1,-2.5,-1.8
CC(C)(C)C1CCC(=NNS(=O)(=O)c2ccc(Br)cc2)CC1 (stereo not given),9.0,1.3,-3.7,-1.4,22.3,2.5,-8.4,1.1,-3.3,0.6,-21.2
CCN(CC)S(=O)(=O)c1cc([N+](=O)[O-])ccc1N=Nc1c(O)[nH]c2ccccc12,1.2,-12.6,-1.8,16.1,20.6,3.8,-14.3,1.4,0.8,36.1,7.7
NS(=O)(=O)c1cccc(NC(=O)CCc2ccc(S(=O)(=O)N3CCOCC3)cc2)c1,-2.3,14.4,4.6,1.7,-0.8,7.9,-2.3,/,-0.3,-3.2,-10.9
CCOc1ccc(C(=O)CCC(=O)NC(C)C(=O)OC)cc1 (stereo not given),8.2,-11.3,0.3,-5.9,-2.5,10.6,24.1,-4.0,-0.3,0.8,-2.7
O=C(NCCc1ccc(F)cc1)c1cccc2c1C(=O)c1ccc(N3CCC(Cc4ccccc4)CC3)cc1S2(=O)=O,-41.8,3.0,17.6,5.8,9.3,5.6,-20.3,/,1.3,20.7,19.1
CCc1nc2ccc(C(=O)NCCCn3ccnc3)cn2c1N(C)Cc1cccs1,18.1,-32.8,/,/,2.9,3.0,-30.2,/,-3.1,1.1,-17.6
O=C(NCc1cccc(C(F)(F)F)c1)c1ccc2sc([C@H]3C[C@H](O)[C@@H](CO)O3)nc2c1,-0.2,1.3,/,/,11.5,9.3,-28.8,/,-3.6,15.0,-2.1
COc1ccc(-c2c(-c3cc(OC)cc(OC)c3)n(C)c3ccc(-c4ccc5[nH]ccc5c4)cc23)cc1,44.9,-2.9,-4.0,4.6,12.1,4.9,24.9,3.7,1.5,10.9,21.2
O=C(CSc1nnc(-c2cccc(S(=O)(=O)N3CCCCC3)c2)o1)NCCC1=CCCCC1,-1.7,5.1,5.7,8.4,0.1,6.5,-14.1,0.3,5.8,-0.9,19.0
CCOC(=O)C(=CNc1ccc(S(N)(=O)=O)cc1)C(=O)OCC,3.8,4.8,-4.7,-0.2,31.7,17.1,-29.6,-0.1,0.0,18.8,3.7
O=C(c1ccccc1)N1N=C(c2cccs2)CC1c1ccccc1O (stereo not given),13.1,11.9,-10.2,1.4,15.1,13.2,-15.6,2.5,-0.5,-8.5,-6.1
CCCCCCC(=O)Nc1ccc(Br)cn1,-0.4,4.3,-1.7,-32.2,-159.0,-195.5,-33.3,0.4,-0.4,-4.7,-32.4
O=C(Nc1ccc(NC(=O)c2ccccc2)c2ccccc12)c1ccccc1,14.6,-11.8,1.9,/,9.6,17.2,12.3,/,-1.0,16.1,5.7
CCc1ccc(NC(=S)N2CCCC2)cc1,7.8,-1.0,-28.6,-42.0,-197.5,-140.3,-44.0,/,0.1,-26.1,-78.5
c1ccc(-c2ccccc2OCCCCN2CCCCC2)cc1,-10.1,-2.6,0.6,-16.8,10.7,18.4,3.3,-5.0,-0.8,16.0,8.1
CCc1nnc(NS(=O)(=O)c2ccc(NC(=O)c3cccc4ccccc34)cc2)s1,-4.9,4.6,-35.7,10.3,7.8,10.3,-1.9,1.6,0.0,-12.2,-8.1
C=CCn1c(SCC(=O)NCc2ccco2)nc2sc(C)c(C)c2c1=O,5.6,-4.0,7.7,2.5,-6.3,-31.9,-12.0,2.2,5.4,-24.6,5.5
COCCN1C(=O)C(=O)/C(=C(/O)c2cccc(OC)c2)C1c1ccco1 (stereo not given),-4.0,-8.3,-4.7,7.3,-4.1,1.3,9.6,-0.7,0.2,1.4,-0.2
Cc1ccc(C2=NN(CC(=O)NCc3ccco3)C(=O)CC2)cc1,-24.5,11.5,-0.8,2.6,9.2,5.8,2.1,-1.2,2.0,-0.7,3.7
CCCNC(=O)CCc1cc(C(C)(C)C)c(O)c(C(C)(C)C)c1,-7.8,4.5,-6.0,9.1,19.1,3.0,-5.7,1.0,-3.1,6.4,51.4
CCCCOC(=O)C1=C(C)NC(=O)NC1c1ccccc1 (stereo not given),24.4,-9.0,-3.7,6.5,15.2,22.8,-16.9,0.4,-0.6,-8.6,11.2
Cc1nnc(SCCn2c(Br)nc3c2c(=O)n(C)c(=O)n3C)s1,-11.9,-6.7,2.0,8.2,-2.0,12.7,-9.1,-1.2,-0.9,-7.9,-21.7
CCn1nccc1NC(=O)c1csc([C@@H]2O[C@H](CO)[C@H](O)[C@H](O)[C@H]2O)n1,10.3,-1.4,/,/,1.7,6.1,-15.9,/,6.0,-16.9,-2.7
CCCC(C(=O)NC1CCCC1)N(CC1CCCO1)C(=O)CNS(=O)(=O)c1ccc(F)cc1 (stereo not given),2.6,-9.5,0.8,13.4,3.5,5.3,-10.3,1.1,-0.5,-11.3,7.4

# Some of the compounds tested; count on the stated rates, not on these rows.
